RAD54 inh: RAD54 (human) branch migration inhibition | inhibition, % at 10.4 µM | Q92698 | 360,000 tested, 0.14% active | RAD54 Holliday junction branch migration, FAM/BHQ fluorescence;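 active = mean normalized replicate activity at least 40 and at least half of replicates scoring 40 or more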;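 also: 0% = median of neutral control wells and 100% = median of positive control wells; inhibitors cause a drop in the FAM fluorescence signal; in these data hits start at about 50%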
Target sequence (Q92698 whole entry, looked up): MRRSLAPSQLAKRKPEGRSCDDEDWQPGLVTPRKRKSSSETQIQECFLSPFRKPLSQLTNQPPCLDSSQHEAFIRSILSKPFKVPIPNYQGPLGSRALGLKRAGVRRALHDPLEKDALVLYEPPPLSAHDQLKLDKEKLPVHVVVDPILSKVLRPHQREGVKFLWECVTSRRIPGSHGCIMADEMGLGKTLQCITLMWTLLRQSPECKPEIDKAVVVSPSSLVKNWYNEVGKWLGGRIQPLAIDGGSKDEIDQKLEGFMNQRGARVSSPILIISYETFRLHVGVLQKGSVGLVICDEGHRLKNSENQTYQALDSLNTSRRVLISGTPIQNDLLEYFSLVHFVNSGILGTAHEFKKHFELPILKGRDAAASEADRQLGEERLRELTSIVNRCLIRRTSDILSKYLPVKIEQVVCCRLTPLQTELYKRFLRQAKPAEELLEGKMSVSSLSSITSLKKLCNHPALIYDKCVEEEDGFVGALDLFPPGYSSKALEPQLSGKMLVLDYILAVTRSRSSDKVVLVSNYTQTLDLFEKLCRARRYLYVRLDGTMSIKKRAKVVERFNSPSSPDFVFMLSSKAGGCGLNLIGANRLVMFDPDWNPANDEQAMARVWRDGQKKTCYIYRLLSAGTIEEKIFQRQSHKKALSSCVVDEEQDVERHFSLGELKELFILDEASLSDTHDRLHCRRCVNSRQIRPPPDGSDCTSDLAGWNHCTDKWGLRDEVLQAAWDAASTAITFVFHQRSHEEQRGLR
RAD52 anneal inh: RAD52 (human) annealing inhibition; P43351; recombinant RAD52 DNA annealing, FRET fluorescence; inhibition, % at 18.7 µM; 360,000 tested, 0.46% active; AID 651710;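 active = every replicate showing at least 50% inhibition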
E-sel inducer: E-selectin induction on HUVECs; P16581; HUVEC E-selectin immunofluorescence imaging; normalized: neutral wells 0, TNF-alpha wells 100; activation, % at 7.58 µM; 260,000 tested, 0.37% active;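 active = mean E-selectin-positive cell signal at least 10% of the positive control, reached in at least 60% of replicates, without over 20% cell loss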;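 also: in these data hits start at about 27%; measured in HUVEC primary endothelial cells; signal is the percent of cells scored E-selectin positive by PE staining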
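Test system – human umbilical vein endothelial cells (HUVEC), E-selectin induction · Input – 3,000 HUVEC seeded per well · Buffer or medium – EGM-2, gelatin · Compound dosing – single-point compound dose · Detection – immunofluorescence imaging · Measure – percent E-selectin-positive cells · Controls – TNF-alpha high, DMSO low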
esBAF inh: SWI/SNF esBAF complex inhibition. mouse ES cells, Bmi1-luciferase knock-in reporter, 24 h; 100% = twice the neutral-well signal. reporter increase, % at 12.5 µM. 350,000 tested, 2% active. AID 602393; in the data active = activation above about 40%;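 also: 0% = median of the plate's neutral control wells and 100% = double that signal; a rise in the Bmi1 reporter signal indicates esBAF inhibition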
ERp5 block: blocks human ERp5 reductase activity on insulin; Q15084; ERp5 insulin aggregation, absorbance 650 nm, 90 min; inhibition, % at 9.99 µM; 350,000 tested, 0.05% active;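 active = mean replicate inhibition above about 25%, with every replicate also reaching it, limit read from the data, passing the limit was not always enough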
ERAP1 inh: inhibitors of human ERAP1 aminopeptidase | Q9NZ08 | recombinant ERAP1, Leu-AMC fluorescence, 60 min | inhibition, % at 10.7 µM | 340,000 tested, 0.15% active | AID 652197;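 active = mean replicate inhibition of at least 30%, or all replicates individually reaching that 30% level; inactive = mean below 30% and not every replicate reaching it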;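 also: 0% = neutral control wells and 100% = L-leucinethiol positive control wells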
Xi reactivation: X-chromosome reactivation activator; XiGFP mouse fibroblasts, % GFP-positive cells imaging, 3 d; cells co-treated with 5-aza-dC sensitizer; scaled so ellipticine positive control = 100%; activation, % at 7.58 µM; 360,000 tested, 0.055% active;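 active = mean normalized replicate activation at least 10% and every replicate at or above 10%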;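 also: 0% = median of on-plate neutral control wells and 100% = ellipticine 6 µM median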
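Material: SV40-immortalized XiGFP fibroblast cells, line 68-5-11 | Buffer or medium: DMEM containing 5-aza-dC | Dosing: One concentration, pinned | Times: 3 d treatment, 15 min room-temperature fixation | Controls: Ellipticine 6 µM positive control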
S100A4 MyoIIA: S100A4-myosin IIA interaction inhibition; 360,000 tested, 0.14% active; P26447; inhibition, % at 10.7 µM; S100A4/TAMRA-MyoIIA peptide fluorescence polarization; AID 652163;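 active = mean inhibition of at least 70% across replicates, with every replicate also reaching that level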
Target sequence (P26447 whole entry, looked up): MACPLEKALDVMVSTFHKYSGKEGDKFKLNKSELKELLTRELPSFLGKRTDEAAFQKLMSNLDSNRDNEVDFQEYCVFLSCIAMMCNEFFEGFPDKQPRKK
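Assay system: human S100A4 monomer with TAMRA-labelled myosin IIA peptide / Buffer or medium: Calcium-containing HEPES buffer, pH 7.2 / Reagent: TAMRA-labelled myosin IIA heavy-chain peptide probe, 5 nM / Compound: one dose per compound / Timing: polarization read 5 min after assay mix addition, stable 5–60 min / Benchmarks: neutral control DMSO, positive control TFP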
Numbers without * were called inactive; / = not tested or not shown; & = joins results of further samples.

1	Cc1ccc2cc(F)c(F)c(F)c2n1
2	C[C@@H]1CN([C@@H](C)CO)C(=O)c2ccccc2-c2ccccc2CO[C@@H]1CN(C)C(=O)Nc1ccccc1C(F)(F)F
3	CCOc1ccc(S(=O)(=O)NCCC(=O)NCCc2ccc(OCC)c(OCC)c2)cc1
4	COc1cccc(S(=O)(=O)N(C)C[C@H]2OCc3cn(nn3)CCCC(=O)N([C@@H](C)CO)C[C@@H]2C)c1
5	CC(C)(C)NC(=O)CN1CCCN(C(=O)c2cccc(S(=O)(=O)N3CCc4ccccc43)c2)CC1
6	Clc1ccc(/C=N/N2CCN(Cc3ccccc3Cl)CC2)cc1
7	C[C@H](CO)N1C[C@H](C)[C@H](CN(C)CC2CCCCC2)Oc2ccc(NS(=O)(=O)c3cn(C)cn3)cc2C1=O
8	C[C@@H]1CN([C@@H](C)CO)C(=O)c2cccc(NC(=O)c3ccncc3)c2O[C@H]1CN(C)C(=O)Nc1cccc2ccccc12
assay / compound	1	2	3	4	5	6	7	8
RAD54 inh	-3	-3	7	-11&-10	-1	-9	-3	-5
RAD52 anneal inh	-5	8	-10	6&-16	-9	-9	-6	-18
E-sel inducer	0.0	-0.7	-0.3	0.0&-0.6	-0.5	/	-0.1	26*
esBAF inh	6	5	-2	-4&-4&-5	-5	0	-1	-6
ERp5 block	0	-1	-14	-2&2	-1	-4	7	4
ERAP1 inh	-6	/	1	-1&0	-5	1	0	4
Xi reactivation	0.4	0.0	-0.7	-0.2	-0.1	0.0	-0.2	0.0
S100A4 MyoIIA	-2	8	-1	3&-4	1	-2	3	5

9	CN1C(=O)c2cccc3c(S(=O)(=O)Nc4ccc(O)c(C(=O)O)c4)ccc1c23
10	c1ccc(-c2nc3c4ccccc4ccn3c2CC2CCCCC2)cc1
11	COC(=O)Cc1c(O)ccn(CCc2c[nH]c3ccccc23)c1=O
12	CC(=O)NC[C@H]1O[C@@H](n2ccc(N)nc2=O)[C@H](O)[C@@H]1O
13	CC(NC(=O)CCSCc1ccccc1F)c1ccccc1 (configuration not stated)
14	CCN1CCN(c2ccc(S(=O)(=O)N3CCCCC3)cc2NC(=O)COc2ccc(F)cc2Cl)CC1
15	Cc1ccc(S(=O)(=O)N2CCOCC2)cc1C(=O)NCC1CCCO1 (configuration not stated)
16	COc1ccc(-c2nc(CSCC(=O)NC3CCN(Cc4ccccc4)CC3)c(C)o2)cc1OC
assay / compound	9	10	11	12	13	14	15	16
RAD54 inh	21	/	/	2	4	-5	-10	2
RAD52 anneal inh	-9	-50	-8	9	10	-31	-2	-20
E-sel inducer	/	0.0	0.1	-0.2	/	/	0.1	/
esBAF inh	0	/	/	1	32	2	/	-11
ERp5 block	1	1	0	0	2	4	-9	-3
ERAP1 inh	-1	0	-2	8	3	5	0	-1
Xi reactivation	0.0	0.5	-0.1	-0.1	0.1	0.0	0.0	0.0
S100A4 MyoIIA	-14	-1	1	-4	-2	-5	0	5

17	CO[C@H]1O[C@H](CO)[C@@H](OC(=O)Nc2ccc3c(c2)OCO3)[C@@H]2OC(=O)[C@@H](Cc3ccccc3)C/C=C/C[C@H](Cc3ccccc3)C(=O)O[C@@H]12
18	O=C(COC(=O)c1ccccc1Br)NCCC1=CCCCC1
19	COc1ccc(S(=O)(=O)N2CC(O)CC2C(=O)Nc2cccnc2)cc1 (configuration not stated)
20	C[C@H](CO)N1C[C@H](C)[C@H](CN(C)Cc2ccc(Cl)c(Cl)c2)Oc2ccc(NC(=O)Cc3cn(C)c4ccccc34)cc2C1=O
21	COCCNC(=O)C[C@H]1C[C@H]2c3cc(NC(=O)Nc4ccc(C(F)(F)F)cc4)ccc3O[C@H]2[C@@H](CO)O1
22	NC(=O)c1cccc(-c2csc(C(O)c3ccccc3)n2)c1 (configuration not stated)
23	COc1cccc(NC(=O)CN(C)C(=O)c2cc(-c3ccc(C)o3)nc3ccccc23)c1
24	COCCN(C(=O)c1cc(Cl)nc2ccccc12)c1c(N)n(Cc2ccccc2)c(=O)[nH]c1=O
assay / compound	17	18	19	20	21	22	23	24
RAD54 inh	-25	14	-4	7	-3	4	-14	0
RAD52 anneal inh	-83	-23	-1	-28	4	-3	-64	-9
E-sel inducer	/	4.6	/	0.1	0.3	-0.6	/	0.1
esBAF inh	/	8	0	3	0	12	2	-2
ERp5 block	-3	-1	-3	0	-1	7	1	6
ERAP1 inh	1	-6	0	-1	-2	3	-3	-1
Xi reactivation	/	0.0	-0.1	-1.3	0.1	0.1	0.0	0.1
S100A4 MyoIIA	14	-1	0	1	6	-3	8	-4

25	CCS(=O)(=O)N1CCC(C(=O)O)CC1
26	CC(=O)c1nc(N2C(=O)CC(Cc3ccc(C)cc3)C2=O)sc1C (configuration not stated)
27	COc1cccc(CN(C)C(=O)c2cccc(S(=O)(=O)N3CCN(c4ccc(F)cc4)CC3)c2)c1OC
28	COC(=O)C1=C[C@@H](C(=O)OC)[C@@H]2C3=C(C(=O)[C@@]2(C)NC(=O)c2ccccc2)[C@H](c2ccccc2)[C@@H]2C(=O)NC(=O)[C@@H]2[C@@H]3C1
29	O=S1(=O)CCN(Cc2ccc(F)cc2)CC1
30	CCOc1ccc(S(=O)(=O)N(C)c2ccc(OCC(=O)NCc3ccc(C(=O)OC)cc3)cc2)cc1
31	COc1ccc2c(c1OC)C(=O)N1C2SC(C)(C)[C@H]1C(=O)NC1CCCC1 (some centres not stated)
32	O=C(C[C@@H]1C[C@@H]2c3cc(NC(=O)NC4CCCCC4)ccc3O[C@@H]2[C@H](CO)O1)NCc1ccccc1
assay / compound	25	26	27	28	29	30	31	32
RAD54 inh	/	7	0	-3	/	/	-2	-8
RAD52 anneal inh	-6	-16	2	-3	-10	-8	-16	-12
E-sel inducer	/	0.8	-0.5	1.1	3.3	-0.3	/	0.0
esBAF inh	/	/	-19	-3	/	0	5	-2
ERp5 block	-2	-2	0	-6	6	8	5	-4
ERAP1 inh	0	-3	0	0	2	/	-1	1
Xi reactivation	0.1	-0.4	0.2	0.0	0.1	0.2	/	0.2
S100A4 MyoIIA	-4	-2	-3	-11	-4	1	-6	-3

33	CC(C)c1nc(C(N)=O)c2[nH]c(=O)n(-c3ccc(F)cc3)c2n1
34	Cc1ccc(C)c(C(O)c2ncc(-c3ccccc3Cl)[nH]2)c1 (configuration not stated)
35	C[C@H](CO)N1C[C@H](C)[C@H](CN(C)C(=O)Nc2ccccc2)Oc2ccc(NS(=O)(=O)c3ccccc3)cc2C1=O
36	O=C(C[C@@H]1CC[C@@H]2[C@H](COC[C@H](O)CN2Cc2nccs2)O1)NCc1ccc(-c2ccccc2)cc1
37	COc1ccccc1N1CCN(C(=O)C(=O)c2cn(CC(=O)N3CCCCCC3)c3ccccc23)CC1
38	CN1CCN(NC(=O)Nc2ccc(F)cc2)CC1
39	S=C(Nc1ccccc1Cl)N(Cc1cccnc1)Cc1ccco1
40	C[C@H]1CN([C@@H](C)CO)C(=O)c2cc(N(C)C)ccc2O[C@@H]1CN(C)S(=O)(=O)c1cccs1
assay / compound	33	34	35	36	37	38	39	40
RAD54 inh	-9	-3	-28	2	8	-2	/	4
RAD52 anneal inh	-11	6	5	0	-101	10	-42	-8
E-sel inducer	0.5	0.2	0.3	-0.1	0.1	0.2	0.1	0.0
esBAF inh	-10	-1	4	0	-2	-2	/	-2
ERp5 block	-2	-7	3	4	1	-4	-1	1
ERAP1 inh	9	0	-2	-1	0	-2	-2	-1
Xi reactivation	0.2	0.0	0.1	0.1	-0.1	0.2	0.0	0.8
S100A4 MyoIIA	-10	-9	11	1	-7	-3	-5	-1

41	N/C(=N\N=Cc1ccc2c(c1)OCO2)NN=Cc1ccc2c(c1)OCO2
42	Cc1cc([N+](=O)[O-])ccc1-c1ccc(/C=N/NC(=O)Cc2ccccc2)o1
43	Cc1ccc(C(=O)OCC(=O)c2ccc(S(=O)(=O)N3CCCCC3)cc2)o1
44	C[C@H]1CN([C@@H](C)CO)C(=O)Cc2cc(NC(=O)C3CC3)ccc2O[C@H]1CN(C)C(=O)Nc1ccccc1
45	O=Cc1cn(CCC(=O)O)nc1-c1cccc(Cl)c1
46	C=CCn1c(-c2ccccc2)n[nH]c1=S
47	CCN1CC(CN(C)Cc2nc(-c3ccc(OC)c4ccccc34)oc2C)CC1=O (configuration not stated)
48	O=C(C1CCOCC1)N1CC(=O)N2[C@H](CO)[C@@H](c3ccc(C#CCc4ccccc4)cc3)[C@@H]2C1
assay / compound	41	42	43	44	45	46	47	48
RAD54 inh	3	/	3	-3	/	4	-4	/
RAD52 anneal inh	-6	-232	-32	-3	-9	-7	1	-16
E-sel inducer	0.5	-0.1	/	-9.5	/	/	0.1	0.2
esBAF inh	20	/	-4	0	/	-17	0	/
ERp5 block	0	5	-2	0	4	-3	9	1
ERAP1 inh	1	1	2	0	2	19	14	0
Xi reactivation	-0.1	0.0	-0.1	-0.1	-0.1	/	1.2	0.0
S100A4 MyoIIA	2	-3	-7	-2	2	1	5	24

49	CCn1c(C)nnc1SCC(=O)Nc1cccc(C(F)(F)F)c1
50	COc1ccc(/C=N/n2c(-c3ccccc3)n[nH]c2=S)cc1
51	CCOC(=O)N1CCN(C(=O)c2cccn3c(=O)c4cc(Br)ccc4nc23)CC1
52	Cc1cccc(CSc2nnc(CCCCCNC(=O)OC(C)(C)C)o2)c1
assay / compound	49	50	51	52
RAD54 inh	-12	2	/	-1
RAD52 anneal inh	-6	-10	-4	-8
E-sel inducer	/	/	0.4	0.3
esBAF inh	-5	-4	/	/
ERp5 block	1	-9	0	-2
ERAP1 inh	-1	-3	5	2
Xi reactivation	0.0	0.0	0.0	0.2
S100A4 MyoIIA	-6	13	0	-1

Sorted by SMILES length (lowest first): 9 of the compounds above.
46	C=CCn1c(-c2ccccc2)n[nH]c1=S
45	O=Cc1cn(CCC(=O)O)nc1-c1cccc(Cl)c1
49	CCn1c(C)nnc1SCC(=O)Nc1cccc(C(F)(F)F)c1
50	COc1ccc(/C=N/n2c(-c3ccccc3)n[nH]c2=S)cc1
52	Cc1cccc(CSc2nnc(CCCCCNC(=O)OC(C)(C)C)o2)c1
41	N/C(=N\N=Cc1ccc2c(c1)OCO2)NN=Cc1ccc2c(c1)OCO2
51	CCOC(=O)N1CCN(C(=O)c2cccn3c(=O)c4cc(Br)ccc4nc23)CC1
48	O=C(C1CCOCC1)N1CC(=O)N2[C@H](CO)[C@@H](c3ccc(C#CCc4ccccc4)cc3)[C@@H]2C1
44	C[C@H]1CN([C@@H](C)CO)C(=O)Cc2cc(NC(=O)C3CC3)ccc2O[C@H]1CN(C)C(=O)Nc1ccccc1
assay / compound	46	45	49	50	52	41	51	48	44
RAD54 inh	4	/	-12	2	-1	3	/	/	-3
RAD52 anneal inh	-7	-9	-6	-10	-8	-6	-4	-16	-3
E-sel inducer	/	/	/	/	0.3	0.5	0.4	0.2	-9.5
esBAF inh	-17	/	-5	-4	/	20	/	/	0
ERp5 block	-3	4	1	-9	-2	0	0	1	0
ERAP1 inh	19	2	-1	-3	2	1	5	0	0
Xi reactivation	/	-0.1	0.0	0.0	0.2	-0.1	0.0	0.0	-0.1
S100A4 MyoIIA	1	2	-6	13	-1	2	0	24	-2
